PolyA inh: inhibitors of polyadenylation in S. cerevisiae. S. cerevisiae SKY197-pL101 polyadenylation reporter, beta-gal luminescence; efflux-impaired pdr1/pdr3 knockout yeast; score 100 = 6 SD above DMSO. calls only at 12 µM. 300,000 compounds, 0.02% hits;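 active = lowest replicate activity score at least 50, where 100 means six control SD above control mean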;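 note: yeast exposed to compound for 9 h at 30 °C; higher score means more reporter readthrough which indicates perturbed polyadenylation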
KCNK9 inh: inhibitors of human KCNK9 two-pore domain potassium channel | Q9NPC2 | HEK293 KCNK9, FluxOR thallium flux fluorescence; active compounds read low | B-score at 10 µM | 310,000 compounds, 1.2% hits | AID 488922;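 active = ratio B-score over 3 SD below the library mean, with starting fluorescence within 5 SD of its mean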;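 note: negative B-score means less thallium flux so channel inhibition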
Target sequence (Q9NPC2 whole entry, looked up, the tested form may be a part): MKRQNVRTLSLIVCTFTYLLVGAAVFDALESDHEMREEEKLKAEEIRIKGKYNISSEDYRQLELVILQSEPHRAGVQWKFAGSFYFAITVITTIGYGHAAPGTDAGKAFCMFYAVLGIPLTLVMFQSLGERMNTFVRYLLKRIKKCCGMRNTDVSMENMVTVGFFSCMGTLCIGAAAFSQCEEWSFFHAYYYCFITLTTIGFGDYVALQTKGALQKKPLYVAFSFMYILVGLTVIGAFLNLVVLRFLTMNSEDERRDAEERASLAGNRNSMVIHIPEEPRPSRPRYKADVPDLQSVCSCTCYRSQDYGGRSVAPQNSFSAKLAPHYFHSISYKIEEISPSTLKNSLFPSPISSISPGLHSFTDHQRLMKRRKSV
RGS4 inh: human RGS4 inhibition. P49798. HEK293 M3R/RGS4 inducible, Fluo-4 calcium flux; active compounds read high; triggered by carbachol at its EC20. B-score at 10 µM. 310,000 compounds, 0.45% hits. AID 463165;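 active = B-score, a plate-corrected calcium signal, over three deviations above library mean, with baseline fluorescence within five deviations of library mean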;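 note: RGS4 expression induced by doxycycline in cells with stable M3 receptor; B-score is computed from the integrated fluorescence ratio over baseline after carbachol; higher B-score means a larger calcium signal and so more RGS4 inhibition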
Target sequence (P49798 whole entry, looked up): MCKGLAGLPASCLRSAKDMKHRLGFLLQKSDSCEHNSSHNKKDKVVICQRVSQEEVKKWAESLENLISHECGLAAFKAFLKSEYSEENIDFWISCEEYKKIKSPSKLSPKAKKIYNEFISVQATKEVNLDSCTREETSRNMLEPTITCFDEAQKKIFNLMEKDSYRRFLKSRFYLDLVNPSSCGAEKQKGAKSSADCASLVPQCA
GSK3 alpha inh: inhibitors of human GSK-3 alpha kinase | P49840 | ADP-Glo luminescence, 60 min | inhibition, % at 10 µM | 320,000 compounds, 0.1% hits | AID 2650;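 in the data active = inhibition above about 50%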;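 note: GST-tagged GSK-3 alpha with peptide substrate and 25 µM ATP; 0% = DMSO neutral wells and 100% = GW8510 positive control wells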
KCNK3 inh: human KCNK3 channel inhibition, primary screen | B-score at 10 µM | CHO-KCNK3 thallium flux, FluxOR fluorescence; active compounds read low | 340,000 compounds, 0.84% hits;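 active = B-score under library mean minus 4 SD, starting fluorescence ratio at most library mean plus 5 SD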;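 note: more negative B-score means stronger inhibition of thallium flux through KCNK3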
KCNQ1 inh: inhibitors of human KCNQ1 potassium channel; CHO-K1 KCNQ1, FluxOR thallium flux fluorescence; active compounds read high; B-score at 10 µM; 310,000 compounds, 1.3% hits;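 active = compounds whose thallium flux B-score, printed positive for inhibition, exceeds three library SD while starting fluorescence stays within three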;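 note: channel opened by potassium depolarization with thallium stimulus after 20 min compound exposure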
GSK3B inh: inhibitors of human GSK3beta kinase; P49841; GST-GSK3beta kinase, ADP-Glo luminescence, 60 min; active compounds read low; activity score (negative = inhibition), % at 10 µM; 300,000 compounds, 0.038% hits; AID 2097;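 active = more than half of replicate wells score below -50%, meaning over 50% inhibition versus plate controls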;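 note: 0% = median DMSO wells and -100% = median GW8510 positive control wells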
Target sequence (P49841 whole entry, looked up): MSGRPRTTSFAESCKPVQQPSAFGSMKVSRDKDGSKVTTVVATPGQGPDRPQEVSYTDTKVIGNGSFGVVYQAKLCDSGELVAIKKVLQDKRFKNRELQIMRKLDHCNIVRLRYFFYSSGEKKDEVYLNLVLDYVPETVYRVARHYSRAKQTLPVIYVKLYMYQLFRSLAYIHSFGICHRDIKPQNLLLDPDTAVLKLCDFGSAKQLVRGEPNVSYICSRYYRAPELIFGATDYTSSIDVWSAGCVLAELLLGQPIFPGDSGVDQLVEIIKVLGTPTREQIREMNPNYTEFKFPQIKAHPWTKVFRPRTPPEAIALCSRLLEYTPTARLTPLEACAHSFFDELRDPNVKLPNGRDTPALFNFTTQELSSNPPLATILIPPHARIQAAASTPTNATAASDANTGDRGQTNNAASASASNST
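test system = GST-tagged human GSK3beta kinase, cell-free | reagent = 25 µM ATP with peptide substrate | dosing = one dose of 10 µM per compound | schedule = 60 min reaction, RT | detection = luminescent ADP-Glo measurement of ADP formed | control set = DMSO neutral wells and GW8510 at 20 µM as positive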
KCNQ1 pot: potentiates or activates the human KCNQ1 potassium channel. CHO-K1 KCNQ1, thallium flux FluxOR fluorescence; active compounds read high. B-score at 10 µM. 310,000 compounds, 0.35% hits. AID 2648;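 active = fluorescence ratio B-score, a plate-corrected score, at least three library SD, with initial intensity B-score within 5 SD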
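Test system: CHO-K1 cells stably expressing KCNQ1 / Medium: assay buffer / Also added: depolarizing K+/Tl+ stimulus, K2SO4 and Tl2SO4 each 12.5 mM in 5x stock / Incubation: 90 min dye loading and 20 min compound exposure, both at room temperature / Signal: thallium influx via FluxOR fluorescence, kinetic imaging / Evaluation: B score of baseline-normalized fluorescence ratio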
RGS4 pot: potentiators or activators of RGS4; HEK293 M3R/inducible RGS4, carbachol calcium flux Fluo4; active compounds read low; B-score at 10 µM; 310,000 compounds, 0.92% hits; AID 463111;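 active = B-score of the integrated calcium signal more than 4 SD below the library mean, with starting fluorescence not abnormally high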;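 note: negative B-score means reduced calcium response which marks RGS4 activation or potentiation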
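test system = M3R-expressing HEK293 line, RGS4 induced by doxycycline | probe or stimulus = carbachol at ECmax as muscarinic agonist stimulus | timing = dye loading 30 min 37 °C, buffer rest 30 min RT | signal = calcium dye Fluo4 fluorescence | evaluation = B score from integrated fluorescence ratio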
hERG rescue: shields human hERG channel from block by proarrhythmic agents; CHO-hERG, FluxOR thallium flux, dofetilide IC70 present; AID 1511; 310,000 compounds, 0.51% hits; activation (rescue from dofetilide block), less the hit threshold, % at 10 µM;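 active = activation above the mean of controls blocked by dofetilide plus 5 SD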;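 note: thallium influx through hERG after potassium depolarization seen as dye fluorescence rise; in these data hits start at about 4.7%; inactives centre near -7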
DYRK1A inh: blocks rat Dyrk1A kinase activity; inhibition, % at 12.5 µM; Q63470; ADP-Glo luminescence, NFATc1 peptide; 310,000 compounds, 0.43% hits; in the data active = inhibition above about 50%;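 note: plate controls were vehicle with enzyme for no effect and no enzyme for full effect; many of its hits are not listed in these tables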
An asterisk follows results filed as active; i = inactive; . = not tested or not shown. These rows are one share of the data (hit frequency here may not be typical).

nr	Molecule	PolyA inh	KCNK9 inh	RGS4 inh	GSK3 alpha inh	KCNK3 inh	KCNQ1 inh	GSK3B inh	KCNQ1 pot	RGS4 pot	hERG rescue	DYRK1A inh
1	O=C(NCC1CCCO1)C1CCN(C2CCN(C(=O)C3CCCCC3)CC2)CC1 (stereo not drawn)	i	i	i	-6	i	i	-1	i	i	-12	-3
2	Cc1ccc(NS(=O)(=O)c2ccc(-n3cccn3)cc2)c(C)c1	i	i	i	1	i	i	0	i	i	-4	-1
3	O=C(CSc1nc2ccccc2o1)NC1CCCC1	i	i	i	-2	i	i	1	i	i	-5	0
4	Cn1c(=O)c2c(nc(SCc3cccnc3)n2Cc2ccc(F)cc2)n(C)c1=O	i	i	i	-6	i	i	2	i	i	-5	8
5	CCn1nc(C)c(Br)c1-c1nc(CS(=O)(=O)c2ccc(F)cc2)no1	i	i	i	-1	i	i	1	i	i	-8	7
6	COc1ccc(Oc2ccc3c(C(F)(F)F)cc(C(F)(F)F)nc3n2)cc1	i	i	i	4	i	i	4	i	i	-3	6
7	O=C(OCC(=O)N1CCc2ccccc21)c1c2c(nc3ccccc13)CCCCC2	i	-13*	i	-1	i	i	3	i	-9.4*	-3	9
8	Cc1cccc(Nc2nc(N)c([N+](=O)[O-])c(NCCO)n2)c1	i	i	i	64*	i	i	-45	i	i	-6	.
9	O=C(c1cccc(Cl)c1)N1CCC(=O)N(C(COCc2cccc(Cl)c2)Cc2ccccc2)CC1 (stereo not drawn)	i	i	i	-5	i	i	0	i	i	-13	11
10	Cc1ccc(S(=O)(=O)NCC(C)n2cncn2)cc1 (stereo not drawn)	i	i	i	-2	i	i	2	i	i	-2	2
11	COc1ccc(CCN2CC(C(=O)N(C)C3CCOCC3)CCC2=O)cc1 (stereo not drawn)	i	i	i	-2	i	i	25	i	i	-7	.
12	Cn1c(N)c(S(=O)(=O)c2ccc(Br)cc2)c2nc3ccccc3nc21	i	i	i	0	i	i	3	i	i	-8	7
13	COc1ccc(C(=O)NC(=S)Nc2ccc(N3CCCC3)cc2)cc1OC	i	i	i	1	i	i	4	i	i	-6	7
14	COc1ccc(CC(=O)N(C)C2CCCCC2)cc1S(=O)(=O)N1CCOCC1	i	i	i	-1	i	i	-1	i	i	-8	.
15	CCOC(=O)N1CCN(C(=O)CSc2ccc3nnc(-c4ccncc4)n3n2)CC1	i	i	i	1	i	i	0	i	i	-17	.
16	CC(C)(C)NC(=O)c1ccc2c3c(cccc13)CC2	i	i	i	.	i	i	-2	i	i	-3	0
17	O=C(Nc1ccc(S(=O)(=O)NCC2CCCO2)cc1)c1ccccc1 (stereo not drawn)	i	i	i	0	i	i	-1	i	i	-12	-1
18	CC(=O)N1Cc2cc([N+](=O)[O-])ccc2Oc2ccccc21	i	i	i	.	i	i	1	i	i	-1	-5
19	COc1ccc(N(CC(=O)NCc2ccco2)S(=O)(=O)c2ccc(C)cc2)cc1OC	i	i	i	0	i	i	2	i	i	-2	0
20	Cc1cccc(C)c1NC(=O)CSc1nnc([C@H](C)NC(=O)OC(C)(C)C)o1	i	i	i	-3	i	i	4	i	i	-4	-2
21	O=C(Nc1cccc2ncccc12)c1ccc(Br)c([N+](=O)[O-])c1	i	i	i	.	i	i	0	i	i	-13	0
22	CCCCC1(CO)C(=O)N(c2ccccc2)N(c2ccccc2)C1=O	i	i	i	-1	i	i	-10	i	i	-5	-6
23	Cc1cc(C)c(C)c(C(=O)COC(=O)CNC(=O)CN2C(=O)c3ccccc3C2=O)c1C	i	i	i	1	i	i	0	i	i	1	1
24	CCN(c1ccccc1)S(=O)(=O)c1cc2c(cc1C)n(C)c(=O)c(=O)n2C	i	i	i	2	i	i	3	i	i	-8	-3
25	CCOC(=O)N1CCN(C(=O)CSc2nnc(Cc3ccccc3)o2)CC1	i	i	i	.	i	i	0	i	i	-6	8
26	N=c1c2c3c(sc2ncn1Cc1ccco1)CCCCC3	i	i	i	-1	i	i	0	i	i	-12	12
27	CC(=O)NS(=O)(=O)c1ccc(NC(=O)/C=C/c2ccccc2Cl)cc1	i	i	i	-3	i	i	0	i	i	-9	19
28	O=C(CSc1ncnc2c1cnn2CCc1ccccc1)Nc1cccc(C(F)(F)F)c1	i	i	i	.	-8.9*	i	-1	i	i	-6	2
29	CCOC(=O)c1cc2c(=O)n3ccccc3nc2n(CCOC)c1=NC(=O)c1c(-c2c(F)cccc2Cl)noc1C	.	i	i	0	i	i	0	i	i	-4	.
30	COc1ccccc1C(=O)Nc1ccc(S(=O)(=O)NC2=NCCCCC2)cc1	i	i	i	.	i	i	5	i	i	3	1
31	O=C(NCCc1ccccc1)C1c2ccccc2C(=O)N1Cc1cccs1 (stereo not drawn)	i	i	i	4	i	i	0	i	i	-9	-2
32	COC(=O)C(C(=O)OC)C(C(C)C)C(C(=O)OC)C(=O)OC	i	.	.	-5	i	.	-4	.	.	.	3
33	CCOC(=O)C1=C(C)NC(C)=C(C(=O)OCC)C1c1ccc(Br)o1	i	i	i	1	i	i	1	i	i	-12	-4
34	CN(CC(=O)Nc1ccc(F)c(F)c1F)C(=O)CN1C(=O)NC2(CCCC2)C1=O	i	i	i	-2	i	i	1	i	i	-10	-6
35	CN(C)c1ccc(C(=O)OCC(=O)N2CCOCC2)cc1	i	i	i	-4	i	i	2	i	i	-15	.
36	CCOC(=O)c1c(NC(=O)CN2CCCc3ccccc32)sc(C(C)=O)c1C	i	i	i	1	i	i	0	i	i	-2	-1
37	COc1ccc(-c2cc(C(F)(F)F)c(C#N)c(=O)[nH]2)cc1	i	i	i	-2	i	i	3	i	i	-5	5
38	Cc1cccc(C(=O)OCC(=O)N(C)c2ccccc2)c1C	i	i	i	-2	i	i	3	i	i	-8	3
39	COc1cccc(Nc2nc(-c3ccccc3O)nc3ccccc23)c1	i	i	i	-1	i	i	-5	i	i	-2	6
40	Cc1ncc(CO)c2c1Oc1nc(-c3ccccc3F)nc(SCC(=O)N(C)c3ccccc3)c1C2	i	i	i	-6	i	i	-1	i	i	-17	-8
41	NC(=O)c1cccnc1Nc1cccc([N+](=O)[O-])c1	i	i	i	.	i	i	3	i	i	9.4*	11
42	CCOc1ccccc1N1CCN(C(=O)c2ccccc2SCC(=O)N2CCCC2)CC1	i	i	i	-1	i	i	0	i	i	-23	0
43	Nn1c(Cc2cccc3ccccc23)nnc1SCn1nnc2ccccc2c1=O	i	i	i	.	i	i	0	i	i	-5	5
44	CC[C@]1(c2ccccc2)C(=O)N(C(=O)OC)N1C(=O)OC	i	i	i	0	i	i	0	i	i	-9	12
45	CCOC(=O)C1C(c2ccccc2)NC(=S)NC1(C)O (stereo not drawn)	i	i	i	-2	i	i	4	i	i	-1	.
46	COc1cc(/C=C2\SC(=S)N(CCC(=O)Nc3ccccc3)C2=O)cc(OC)c1OC	.	i	i	-3	i	i	1	i	i	-6	-1
47	Cc1ccc(-n2nc3c(=O)n(C(C)C(=O)NCCCc4ccccc4)nc(C)c3c2C)cc1 (stereo not drawn)	i	i	i	-2	i	i	2	i	i	-15	-2
48	O=C1ON=C(c2ccccc2)/C1=C/c1ccc(O)cc1	i	i	11*	-7	i	i	2	i	i	4	-3
49	COCCCn1nnnc1SCC(=O)N1c2ccccc2CC1C (stereo not drawn)	i	i	i	-2	i	i	2	i	i	-2	-4
50	c1ccc(-c2nc3ccccn3c2-c2ccccc2)cc1	i	i	i	-1	i	i	3	i	i	-10	19
51	CCOC(=O)CC1C(=O)NCCN1S(=O)(=O)c1ccc(NC(C)=O)cc1 (stereo not drawn)	i	i	i	-1	i	i	1	i	i	1	1
52	C/C(=N\NC(=O)c1nn(C)c(C)c1Br)c1ccc(NC(=O)c2ccccc2F)cc1	i	-12*	i	-1	i	i	1	i	i	-15	-5

Part of the list above in another layout:
Every second line gives: PolyA inh, KCNK9 inh, RGS4 inh, GSK3 alpha inh, KCNK3 inh, KCNQ1 inh, GSK3B inh, KCNQ1 pot, RGS4 pot, hERG rescue, DYRK1A inh
42	CCOc1ccccc1N1CCN(C(=O)c2ccccc2SCC(=O)N2CCCC2)CC1
  i, i, i, -1, i, i, 0, i, i, -23, 0
43	Nn1c(Cc2cccc3ccccc23)nnc1SCn1nnc2ccccc2c1=O
  i, i, i, ., i, i, 0, i, i, -5, 5
44	CC[C@]1(c2ccccc2)C(=O)N(C(=O)OC)N1C(=O)OC
  i, i, i, 0, i, i, 0, i, i, -9, 12
45	CCOC(=O)C1C(c2ccccc2)NC(=S)NC1(C)O (stereo not drawn)
  i, i, i, -2, i, i, 4, i, i, -1, .
46	COc1cc(/C=C2\SC(=S)N(CCC(=O)Nc3ccccc3)C2=O)cc(OC)c1OC
  ., i, i, -3, i, i, 1, i, i, -6, -1
47	Cc1ccc(-n2nc3c(=O)n(C(C)C(=O)NCCCc4ccccc4)nc(C)c3c2C)cc1 (stereo not drawn)
  i, i, i, -2, i, i, 2, i, i, -15, -2
48	O=C1ON=C(c2ccccc2)/C1=C/c1ccc(O)cc1
  i, i, 11*, -7, i, i, 2, i, i, 4, -3
49	COCCCn1nnnc1SCC(=O)N1c2ccccc2CC1C (stereo not drawn)
  i, i, i, -2, i, i, 2, i, i, -2, -4
50	c1ccc(-c2nc3ccccn3c2-c2ccccc2)cc1
  i, i, i, -1, i, i, 3, i, i, -10, 19

From PubChem BioAssay
